NF-kB neuron act – NF-kB expression increase, human neuronal cells | NF-kB reporter expression; hits give high values | fold change at 12.5 µM | 190,000 tested, 1.6% active; in the data active = fold change above about 3.3
TNAP inh no acc – TNAP (human) inhibition, acceptor-free conditions. 200,000 tested, 0.26% active. inhibition, % at 20 µM. purified TNAP, CDP-star luminescence, 30 min. P05186;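 active = tissue-nonspecific alkaline phosphatase inhibition above about 50% at 20 µM in the single-dose screen, limit read from the data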;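 also: 0% = DMSO negative control and 100% = EDTA positive control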
Target sequence (P05186 whole entry, looked up): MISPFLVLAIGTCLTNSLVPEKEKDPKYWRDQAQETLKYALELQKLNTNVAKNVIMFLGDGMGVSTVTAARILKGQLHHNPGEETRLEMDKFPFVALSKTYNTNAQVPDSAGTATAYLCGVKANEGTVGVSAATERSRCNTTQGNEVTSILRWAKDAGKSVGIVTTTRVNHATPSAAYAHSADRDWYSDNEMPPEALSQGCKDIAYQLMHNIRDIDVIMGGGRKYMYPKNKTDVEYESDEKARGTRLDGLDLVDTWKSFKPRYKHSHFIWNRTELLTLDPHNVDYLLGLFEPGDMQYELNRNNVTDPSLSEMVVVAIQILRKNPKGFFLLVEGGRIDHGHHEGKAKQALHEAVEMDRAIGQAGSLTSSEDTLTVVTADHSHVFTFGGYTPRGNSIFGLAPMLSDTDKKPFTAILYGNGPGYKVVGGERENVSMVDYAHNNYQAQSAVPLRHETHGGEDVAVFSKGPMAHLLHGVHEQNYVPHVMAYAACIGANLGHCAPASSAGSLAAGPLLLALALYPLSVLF
bIAP activator – intestinal alkaline phosphatase (bovine) activation; purified bovine IAP, CDP-star luminescence, 30 min; hits give high values; fold of DMSO-control signal, blank-subtracted; activation factor at 20 µM; 200,000 tested, 0.17% active;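 active = activation factor of 2 or more at 20 µM, a signal rise over negative controls twice the positive control's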
APP 5'UTR act – activates APP 5'UTR luciferase reporter; SH-SY5Y APP 5'UTR luciferase reporter, luminescence; zero percent = DMSO vehicle wells; activation, % at 2 µM; 190,000 tested, 1% active; AID 1276;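 active = activation above a set limit, based on mean plus 3 SD of controls, cut at about 140% in these data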; also: values of inactives mirror those of a sister screen read the other way
TNAP inh hi DEA – blocks human TNAP under high phosphate acceptor concentration; inhibition, % at 20 µM; purified TNAP, CDP-star luminescence, 1 M DEA; P05186; 200,000 tested, 0.03% active;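 active = over 50% inhibition of tissue-nonspecific alkaline phosphatase at 20 µM in the single-dose screen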;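 also: plate controls were DMSO wells for no effect and EDTA-quenched wells as full inhibition for full effect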
PMI act hi M6P – increases human PMI activity with near-saturating mannose 6-phosphate; P34949; coupled PMI enzyme assay, resazurin fluorescence, 20 min; hits give high values; 1 = untreated enzyme, 0 = substrate-free blank; activation factor at 20 µM; 190,000 tested, 0.34% active; AID 1216;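 active = activation factor of 2 or more at 20 µM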
Target sequence (P34949 whole entry, looked up): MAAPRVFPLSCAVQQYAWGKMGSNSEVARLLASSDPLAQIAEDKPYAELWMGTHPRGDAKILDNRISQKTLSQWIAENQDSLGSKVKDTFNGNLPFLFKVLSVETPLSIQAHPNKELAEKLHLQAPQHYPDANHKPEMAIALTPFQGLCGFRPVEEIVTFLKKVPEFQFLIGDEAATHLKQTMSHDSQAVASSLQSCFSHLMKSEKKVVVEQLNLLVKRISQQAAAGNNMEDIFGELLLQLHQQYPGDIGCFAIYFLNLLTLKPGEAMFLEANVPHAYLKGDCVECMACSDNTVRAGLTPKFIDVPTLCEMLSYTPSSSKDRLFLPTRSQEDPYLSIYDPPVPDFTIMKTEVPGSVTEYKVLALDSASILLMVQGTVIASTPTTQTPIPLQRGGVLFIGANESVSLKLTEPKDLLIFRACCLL
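test system = human PMI in coupled enzyme assay | medium = HEPES-buffered pH 7.4 with magnesium and detergent | also added = 1.0 mM mannose-6-phosphate substrate with 0.22 mM NADP+ | compound = 20 µM single dose | times = 20 min incubation at room temperature | measured by = resorufin fluorescence (Ex 544/Em 590 nm) from resazurin via diaphorase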
TNAP act hi DEA – increases human TNAP activity under high phosphate acceptor concentration; purified TNAP, CDP-star luminescence, 1 M DEA, 30 min; hits give high values; 0 = EDTA background, 1 = DMSO-only activity; activation factor at 20 µM; P05186; 200,000 tested, under 10 active;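 active = activation factor at least 2 at 20 µM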
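system = human TNAP | amount = enzyme diluted 1/800 final | reagent = 100 µM CDP-star substrate | signal = luminescent substrate turnover signal | dosing = one dose, 20 µM | benchmarks = EDTA negative control, DMSO positive control | measure = activation factor | timing = 30 min reaction, room temperature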
FLuc inh counter – Photinus pyralis luciferase inhibition counter-screen; P08659; 200,000 tested, 1.5% active; inhibition, % at 10 µM; ATPLite firefly luciferase biochemical luminescence, 10 min;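 active = inhibition above about 50% when tested at 10 µM, limit read from the data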
FLuc act counter – firefly luciferase counter-screen for stimulation assays; ATPlite luciferase biochemical, luminescence, 10 min; 0 = ATP-free wells, 1 = DMSO control; 200,000 tested, under 10 active; P08659; activation factor at 10 µM;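 active = luciferase activation factor, scaled between plate controls, of at least 2 with compound at 10 µM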
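Material: Luciferase/luciferin reagent mix; Doses: test compounds dosed from 2 mM stocks in 100% DMSO; Schedule: 10 min incubation after luciferase reagent addition, room temperature; Measured by: luminescence from luciferase reaction; Read-out: luminescence gain marking luciferase activators.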
PMI activator – activators of human phosphomannose isomerase; P34949; purified human PMI, coupled resazurin fluorescence, 20 min; hits give high values; 1 = vehicle control, 0 substrate-free wells; 190,000 tested, 0.005% active; activation factor at 20 µM;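 active = activation factor of 2 or more at 20 µM, relative to plate controls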
Active calls of the source: *; nt = no result given. No enrichment for hits; overall some 3.6% were active at least once.

Molecule	NF-kB neuron act	TNAP inh no acc	bIAP activator	APP 5'UTR act	TNAP inh hi DEA	PMI act hi M6P	TNAP act hi DEA	FLuc inh counter	FLuc act counter	PMI activator
CCOc1cc(C)c(-c2onc(C(F)(F)F)c2-c2csc(C)n2)c(O)c1	0.75	-4	1	10	0	0.8	1	-3	1	0.7
COc1ccccc1NC(=O)C(=O)N(c1cccnc1)C(C(=O)NC(C)(C)C)c1ccccc1F (configuration not stated)	1.1	-10	1	12	-2	0.8	1	-2	1	0.9
CCOC(=O)NC1CCS(=O)(=O)C1 (configuration not stated)	1.1	-15	0.9	39	-6	1	1.1	-7	1.1	1
CC(=O)/C(=N\Nc1ccccc1)Sc1nnc(-c2ccccc2)n1-c1ccccc1	1.1	12	1.4	-6	-6	1.2	1.1	-4	1	1.1
CCN(CC)S(=O)(=O)c1ccc(N2CCOCC2)c(C(=O)O)c1	1.1	-7	0.8	2	9	1	0.9	-3	1	1
C=CCN(CCNP(=O)(OCC)OCC)CP(=O)(OCC)OCC	1.2	-12	1	6	-3	1	1	-7	1.1	1
CCOC(=O)CCC(=O)Nc1ccccc1C(N)=O	0.97	-11	0.9	11	-2	1.1	1	-6	1.1	1
CCN(Cc1ccccc1)C(c1cc2ccc(C)cc2[nH]c1=O)c1nnnn1CCOC (configuration not stated)	0.96	-9	1	0	-8	1.6	1.1	-8	1.1	1.3
CC1=C(C(=O)OC(C)C)C(c2cccc([N+](=O)[O-])c2)n2c(cc(=O)[nH]c2=S)N1 (configuration not stated)	1.2	-5	1	22	-4	0.9	1	-2	1	1
C=CCn1c(SCC(=O)Nc2nc(C)cs2)nnc1C(NC(=O)c1ccccc1)C(C)C (configuration not stated)	1.3	-8	1	-6	3	1	1	-2	1	0.9
O=C(c1cc2ccccc2oc1=O)N(Cc1ccccc1)C1CCS(=O)(=O)C1 (configuration not stated)	2.1	4	1	24	-2	1	1	-7	1.1	1
CC(=O)NC1(c2cccc(F)c2)CCN(CC(=O)NC2CCCCC2)CC1	1.3	-4	1	-5	-2	0.9	1	-4	1	0.9
CCN(CCNCC(O)COCc1ccc(Cl)cc1)c1cccc(C)c1 (configuration not stated)	1	-12	1.1	0	3	1	1	-5	1	1
CCOc1cc(OCC)cc(C(=O)NC(=S)Nc2cccc(C(F)(F)F)c2)c1	1	-4	0.7	-9	2	1	1	-2	1	0.9
COc1ccc(S(=O)(=O)Nc2ccc3oc(C)c(C(=O)O)c3c2)cc1	1.2	-12	0.9	0	-4	1	1	-3	1	1.1
O=S1(=O)N=C(N2CCN(Cc3ccc4c(c3)OCO4)CC2)c2ccccc21	0.83	-4	0.9	1	2	0.9	1	-1	1	0.9
O=C(CSc1ncnc2c1sc1ccccc12)Nc1ccc(Br)cc1	1.6	-10	0.9	-3	-3	1	1	-9	1.1	0.9
O=C(c1ccc(Cl)cc1)c1ccc(OCC(O)CN2CCOCC2)cc1 (configuration not stated)	1	-8	1	7	-2	0.9	1	-2	1	0.8
COC(=O)c1ccc(SC2CCCCC2)c([N+](=O)[O-])c1	1.1	-6	0.9	10	-2	1	1	-4	1	0.9
CCN(c1ccccc1)S(=O)(=O)c1cc(C(=O)OC(C)C(=O)Nc2ccc3c(c2)OCCO3)ccc1C (configuration not stated)	1.2	-12	1.1	17	-10	0.9	1.1	-5	1.1	0.9

Going on with the list:
Molecule	NF-kB neuron act	TNAP inh no acc	bIAP activator	APP 5'UTR act	TNAP inh hi DEA	PMI act hi M6P	TNAP act hi DEA	FLuc inh counter	FLuc act counter	PMI activator
CCCNC(=O)Cn1cnc2sc(C(=O)N3CCN(CCC)CC3)c(C)c2c1=O	1.3	-6	0.9	14	-1	1	1	-5	1.1	1
COc1ccc(OC)c(C2C(C#N)=C(N)Oc3cc(C)[nH]c(=O)c32)c1 (configuration not stated)	0.96	-10	1	13	-6	1	1.1	-3	1	1
Cc1c(C(=O)NC2CCCc3ccccc32)oc2ccc(S(=O)(=O)N3CCCCC3)cc12 (configuration not stated)	1.2	-10	0.9	-5	-5	0.9	1.1	0	1	1.1
CCOc1ncccc1C(=O)OCC(=O)Nc1cc(S(=O)(=O)N(CC)CC)ccc1C	1.1	2	1.1	6	4	1.1	1	-4	1	1
CC(/C=N/Nc1nc(N2CCCCC2)nc(N2CCCCC2)n1)=C\c1ccccc1	1.4	-5	1.1	3	-1	1	1	-1	1	0.9
Cc1cc(NC(=S)N(Cc2ccc(Br)cc2)Cc2ccc(C(=O)O)cc2)ccc1Cl	0.89	-3	1.1	-15	-2	0.9	1	-2	1	0.9
COc1ccc2c(c1)C1(C)CC(C)(C)N2C(=O)N1c1ccccc1 (configuration not stated)	1.1	-4	1	2	-4	0.9	1	3	1	0.9
CN(Cc1cn(C)c2ccccc12)C(=S)Nc1cc(F)cc(F)c1	0.95	-2	0.9	-7	-2	0.9	1	-1	1	0.9
COC(=O)CC1=NN(c2nc3ccccc3s2)C(=O)/C1=C/N(C)C	1.3	-13	0.9	-4	-3	1.1	1	72*	0.3	1.1
CCSCCOC(=O)C1=C(C)NC(=O)NC1c1ccccc1 (configuration not stated)	0.97	-18	0.9	0	-8	1	1.1	-1	1	1
CCOC(=O)c1ccccc1NC(=O)c1ccccc1NS(C)(=O)=O	1.1	-8	1.1	-1	-8	1	1.1	-7	1.1	1
Cc1ccccc1OCC(=O)NNC(=O)CCN1C(=O)c2ccccc2C1=O	1.1	21	1.3	15	1	1	1	-4	1	0.9
CCCCNC1C(CC)C(CCC)C(C#N)(C#N)C1(C#N)C#N (configuration not stated)	0.92	-3	1.3	nt	1	0.9	1	0	1	0.9
CC(=O)c1ccc(-n2c(-c3cc(-c4ccsc4)n[nH]3)n[nH]c2=S)cc1	1.1	-64	1.1	29	0	1	1	0	1	1
N#CCCN1CCN(C(CNS(=O)(=O)c2ccc(Cl)cc2)c2ccccc2)CC1 (configuration not stated)	1.3	-4	1	-7	-2	0.9	1	-2	1	0.9
O=C(Nc1ccccc1)c1nn(-c2cccc(C(F)(F)F)c2)ccc1=O	2.2	-11	1	1	-5	1	1.1	-3	1	1
CC(C)Nc1nc(NC(C)C)nc(N(C)n2cnnc2)n1	1.1	-10	1.1	8	-4	0.9	1	-2	1	0.9
COc1ccc(C2C(C(=O)N3CCCCC3)CC(=O)N2c2ccc(OC)cc2)cc1 (configuration not stated)	0.88	-2	1	-20	4	1	1	-1	1	1
O=C(O)c1cc([N+](=O)[O-])c(NCc2cccnc2)c([N+](=O)[O-])c1	1.2	6	1	18	6	1	0.9	-5	1.1	1.1
CCCSC1=N/C(=C/c2ccsc2)C(=O)N1c1ccccc1	1.2	-15	1.1	-13	3	1.1	1	0	1	1

Compound profiles, from the list above:
O=C(Nc1ccccc1)c1nn(-c2cccc(C(F)(F)F)c2)ccc1=O in the list: NF-kB neuron act: 2.2; TNAP inh no acc: -11; bIAP activator: 1; APP 5'UTR act: 1; TNAP inh hi DEA: -5; PMI act hi M6P: 1; TNAP act hi DEA: 1.1; FLuc inh counter: -3; FLuc act counter: 1; PMI activator: 1
COc1ccc(C2C(C(=O)N3CCCCC3)CC(=O)N2c2ccc(OC)cc2)cc1 (configuration not stated) in the list: NF-kB neuron act: 0.88; TNAP inh no acc: -2; bIAP activator: 1; APP 5'UTR act: -20; TNAP inh hi DEA: 4; PMI act hi M6P: 1; TNAP act hi DEA: 1; FLuc inh counter: -1; FLuc act counter: 1; PMI activator: 1
CC(=O)c1ccc(-n2c(-c3cc(-c4ccsc4)n[nH]3)n[nH]c2=S)cc1 in the list: NF-kB neuron act: 1.1; TNAP inh no acc: -64; bIAP activator: 1.1; APP 5'UTR act: 29; TNAP inh hi DEA: 0; PMI act hi M6P: 1; TNAP act hi DEA: 1; FLuc inh counter: 0; FLuc act counter: 1; PMI activator: 1

(next part)
Molecule	NF-kB neuron act	TNAP inh no acc	bIAP activator	APP 5'UTR act	TNAP inh hi DEA	PMI act hi M6P	TNAP act hi DEA	FLuc inh counter	FLuc act counter	PMI activator
O=C(CCc1ccccc1)Nc1ccncc1	0.87	-10	0.9	20	-5	1	1.1	-5	1.1	0.9
O=C(/C=C/c1cccc(Cl)c1)N1CCC(Cc2ccccc2)CC1	1.7	-8	1	10	-6	1	1.1	-4	1	0.9
CCN1C(=O)/C(=C/c2cc(C)n(C)c2C)SC1=Nc1ccc(OC)cc1	0.91	-9	0.9	-4	1	0.9	1	-5	1	0.9
COc1cc(C(=O)Nc2nnc(CC(=O)N3CCOCC3)s2)cc(OC)c1OC	1.3	-8	1	10	1	1	1	-4	1	1
CC(=O)OC1COC(n2ccc3ccccc32)C(OC(C)=O)C1OC(C)=O (configuration not stated)	1.3	2	1.1	12	-6	1	1.1	-8	1.1	0.8
CCOC(=O)c1c(CC(C)C)csc1NC(=O)C(C)C	1.2	-4	0.9	4	0	0.9	1	-2	1	0.9
CCCCNc1nc(N(C)c2ccccc2)nc(-n2ccnc2)n1	2.1	-4	0.8	4	-6	0.8	1.1	-9	1.1	0.8
Cc1cccc(OCCCSc2nc3ccc(C)cc3[nH]2)c1	1.1	-75	1.1	-7	-6	0.8	1.1	-6	1.1	0.9
CCOC(=O)c1cc(C(=O)OCC)c(=O)[nH]c1N1CCCCC1	0.99	-9	1	1	-5	1	1.1	-4	1	1
O=C(Cc1ncc(C(F)(F)F)cc1Cl)NCCc1ccccn1	1.2	-16	1.1	-6	-7	1	1.1	-6	1.1	1
COc1ccc(NC(=O)C(C)SCc2ccccc2)cc1OC (configuration not stated)	1.2	-13	1	-13	3	1	1	-7	1.1	1
COc1ccccc1OCC(=O)Nc1ccc(CSc2ccccc2)cc1C	1.1	-13	0.9	2	-1	0.9	1	-11	1.1	0.8
Cc1nc2ccc(C(=O)O)cc2nc1C	1	-4	1	9	3	1.1	1	-6	1.1	1
O=C(Nc1nccs1)c1ccc2c(=O)n3c(nc2c1)CCCCC3	1.2	-10	0.8	66	3	1	1	37	0.6	0.9
O=C(O)CCCNC(=O)Nc1ccccc1	13*	-14	0.8	3	-5	1	1	-5	1.1	1
Cc1ccc(S(=O)(=O)N(C)CCCC(=O)N2CCOCC2)cc1	1.1	-4	1	3	-1	1	1	-3	1	1
CC(=O)N(CC1CCCO1)c1nnc(-c2cnccn2)s1 (configuration not stated)	1.1	-9	0.9	6	-8	1.1	1.1	-9	1.1	1.2
COCCOc1nc2ccccc2nc1C	1.4	-10	1	1	-2	1.1	1	-3	1	1.1
COc1cc(C)c(S(=O)(=O)NCc2cccs2)cc1C	1.1	-11	0.7	-7	-5	1	1.1	-3	1	1.1
COC(=O)c1cc(NC(=O)CC2NCCNC2=O)cc(C(=O)OC)c1 (configuration not stated)	1.2	-6	1	-4	0	1	1	5	1	0.9
CCN(CC)S(=O)(=O)c1ccc(NC(=O)CSc2nnc(-c3cccc(OC)c3)n2C)cc1	0.76	-3	1	3	-4	0.9	1	0	1	0.9
COc1ccc(/C=C(/C(=O)c2cccs2)N2C=CC=CC2=C(C#N)C#N)cc1	0.57	5	1	-82	-2	0.8	1	0	1	0.8

Compound activity: PubChem BioAssay, several laboratories
